Kir21 block: Kir2.1 (mouse) channel inhibition. P35561. HEK293-Kir2.1, FluxOR thallium flux fluorescence; hits give low values. B-score at 10 µM. 0.85% of 310,000 active. AID 1672;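 active means fluorescence ratio B-score at or below minus 3 SD of library scores, with starting-brightness B-score within 2 SD, cut at about -4.2 in these data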;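 further: channel flux triggered by added potassium and thallium sulfate stimulus; B-score of peak minus minimum fluorescence over baseline after thallium stimulus; more negative B-score means stronger Kir2.1 block with less thallium influx; some compounds called inactive have numbers as strong as hits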
Target sequence (P35561 whole entry, looked up): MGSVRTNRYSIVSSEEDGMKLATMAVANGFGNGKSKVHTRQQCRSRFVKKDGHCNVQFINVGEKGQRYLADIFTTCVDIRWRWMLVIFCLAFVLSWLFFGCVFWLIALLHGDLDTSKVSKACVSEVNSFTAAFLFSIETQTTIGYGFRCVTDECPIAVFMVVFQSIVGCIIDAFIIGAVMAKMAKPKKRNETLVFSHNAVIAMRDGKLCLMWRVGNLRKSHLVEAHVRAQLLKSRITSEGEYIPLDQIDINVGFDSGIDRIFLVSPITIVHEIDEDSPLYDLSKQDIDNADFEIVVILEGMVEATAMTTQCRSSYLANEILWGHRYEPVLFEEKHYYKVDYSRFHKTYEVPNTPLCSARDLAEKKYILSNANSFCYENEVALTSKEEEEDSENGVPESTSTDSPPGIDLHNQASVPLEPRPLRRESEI
CHT inh: inhibitors of human choline transporter CHT; Q9GZV3; CHT-expressing cells, membrane potential dye, choline response; hits give low values; B-score at 10 µM; 0.86% of 310,000 active; AID 488975;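 active means B-score over 3 SD under the library average, and starting fluorescence ratio not unusually high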;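 further: choline stimulus applied at its EC90 after an EC20 pre-addition; B-score computed on integrated fluorescence ratio after choline addition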
Target sequence (Q9GZV3 whole entry, looked up): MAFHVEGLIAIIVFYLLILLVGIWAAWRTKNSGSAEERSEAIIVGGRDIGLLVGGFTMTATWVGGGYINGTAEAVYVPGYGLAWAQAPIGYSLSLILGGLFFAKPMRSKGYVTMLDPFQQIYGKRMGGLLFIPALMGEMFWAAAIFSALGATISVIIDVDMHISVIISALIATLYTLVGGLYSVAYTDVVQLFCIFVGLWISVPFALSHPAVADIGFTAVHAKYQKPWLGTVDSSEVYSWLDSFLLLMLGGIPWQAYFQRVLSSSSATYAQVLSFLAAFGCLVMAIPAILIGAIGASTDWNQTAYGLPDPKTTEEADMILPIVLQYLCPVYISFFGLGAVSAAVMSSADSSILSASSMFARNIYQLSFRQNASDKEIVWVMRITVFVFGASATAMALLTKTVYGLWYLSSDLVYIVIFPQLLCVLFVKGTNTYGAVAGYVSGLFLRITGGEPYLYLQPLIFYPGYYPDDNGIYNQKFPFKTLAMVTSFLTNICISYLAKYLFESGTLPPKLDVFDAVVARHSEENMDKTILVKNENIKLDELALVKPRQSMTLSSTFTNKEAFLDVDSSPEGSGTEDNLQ
Active calls of the source: *. No enrichment for hits; 1.6% or so of the library scored in one or more.

For COc1cc2[nH]c(=S)n(Cc3ccc(C)o3)c(=O)c2cc1OC the results were Kir21 block -0.5 and CHT inh inactive.
`CC(C)(C)N(C=C(Cl)Cl)C(=O)NC1CCCCC1` gave Kir21 block 1.3 and CHT inh inactive.
For CN(c1ccccc1C(=O)Nc1cccnc1)S(C)(=O)=O the results were Kir21 block -0.37 and CHT inh inactive.
For O=C(Nc1ccccc1)c1ccc(S(=O)(=O)NCc2ccco2)cc1 the results were Kir21 block -0.04 and CHT inh inactive.
Screening CCN(CC)S(=O)(=O)c1ccc(NC(=O)CCNC(=O)c2ccccc2)cc1 returned Kir21 block 0.02 and CHT inh inactive.
CCCOc1ccc(Oc2nc(-c3ccncc3)nc3ccccc23)cc1 was read as Kir21 block -0.93 and CHT inh inactive.
For Cc1cccc(NS(=O)(=O)c2ccc3c(c2)OCCO3)c1 the results were Kir21 block -0.78 and CHT inh inactive.
Screening Cc1cc(NC(=O)c2cccc(S(=O)(=O)N3CCOCC3)c2)c2ccccc2n1 returned Kir21 block 1.5 and CHT inh inactive.
For C=CCNC(=O)c1ccc(NC(=O)CC2SC(N3CCCC3)=NC2=O)cc1 (stereo not given) the results were Kir21 block 0.15 and CHT inh inactive.
`CC(=O)NC1(c2ccc(F)cc2)CCN(C(=O)c2c(F)cccc2F)CC1` gave Kir21 block 0 and CHT inh inactive.
`Cc1cccn2cc(CNC(=O)C3CCCCC3)nc12` gave Kir21 block 0.59 and CHT inh inactive.
`CC[N+](CC)(CC#Cc1ccccc1)CC#Cc1ccccc1` gave Kir21 block -0.84 and CHT inh inactive.
For COc1ccc(OC)c(NS(=O)(=O)c2ccc(NC(=O)C3COc4ccccc4O3)cc2)c1 (stereo not given) the results were Kir21 block -0.19 and CHT inh inactive.
`COc1ccc(CN2CCN(C3CCC3)CC2CCO)c(C)c1C` (stereo not given) gave Kir21 block 1.9 and CHT inh inactive.
CC/C(O)=C(/C#N)c1nnc2n1CCCCC2 was read as Kir21 block 0.04 and CHT inh inactive.
CCN1CCN(c2nc(Nc3cccc(C)c3)nc(N)c2[N+](=O)[O-])CC1 was read as Kir21 block -0.48 and CHT inh inactive.
CCOC(=O)N1CCN(C(=S)NC(=O)c2ccnn2C)CC1 was read as Kir21 block 0.71 and CHT inh inactive.
`COC(=O)c1ccccc1NC(=O)CN(C)Cc1ccccc1` gave Kir21 block -1.6 and CHT inh inactive.
CCOC(=O)C1(CCCCCCOc2ccc(Cl)cc2)CO1 (stereo not given) was read as Kir21 block 1.1 and CHT inh inactive.
For CCC1CCCCN1C(=S)NC(=O)c1cc(S(=O)(=O)N2CCOCC2)ccc1C (stereo not given) the results were Kir21 block -1.5 and CHT inh inactive.

3 entries already listed, sorted by SMILES length, highest first.
For COc1ccc(OC)c(NS(=O)(=O)c2ccc(NC(=O)C3COc4ccccc4O3)cc2)c1 (stereo not given) the results were Kir21 block -0.19 and CHT inh inactive.
`COc1ccc(CN2CCN(C3CCC3)CC2CCO)c(C)c1C` (stereo not given) gave Kir21 block 1.9 and CHT inh inactive.
`COC(=O)c1ccccc1NC(=O)CN(C)Cc1ccccc1` gave Kir21 block -1.6 and CHT inh inactive.

Further entries follow:
Screening C=CCC(NCc1ccccc1)c1ccc(OC)cc1 (stereo not given) returned Kir21 block -3.8 and CHT inh inactive.
`CCCCc1ccc(NC(=O)c2cnccn2)cc1` gave Kir21 block -0.98 and CHT inh inactive.
O=C(CCCc1c[nH]c2ccccc12)N1CCN(S(=O)(=O)c2cccs2)CC1 was read as Kir21 block 0.48 and CHT inh inactive.
Screening CC1=NN(c2ccccc2)C(=O)C1N=Nc1ccccc1 (stereo not given) returned Kir21 block 0.48 and CHT inh inactive.
COc1ccc(NC(=O)Nc2cnccn2)cc1 was read as Kir21 block 0.75 and CHT inh inactive.
For CC1=C(C(=O)c2ccccc2)C(c2cccc([N+](=O)[O-])c2)NC(=S)N1 (stereo not given) the results were Kir21 block -2.5 and CHT inh inactive.
For Cc1cc(Br)cc2c1NC(=O)C2(c1c(C)n(C)n(-c2ccccc2)c1=O)c1c(C)n(C)n(-c2ccccc2)c1=O the results were Kir21 block 0.41 and CHT inh inactive.
C(=C\c1nnc2c3ccccc3ncn12)/c1ccccc1 was read as Kir21 block 0.03 and CHT inh inactive.
`Cc1cc(C)cc(Oc2ccc(-c3nnc(-c4ccccc4)o3)cc2[N+](=O)[O-])c1` gave Kir21 block -1.7 and CHT inh inactive.
COCCn1nnnc1C(C(C)C)N1CCC(Cc2ccccc2)CC1 (stereo not given) was read as Kir21 block -1.7 and CHT inh inactive.
`CC(=O)n1cc(/C=N/NC(=O)c2cccc(O)c2)c2ccccc21` gave Kir21 block 1.9 and CHT inh inactive.
Screening COc1cc(NS(=O)(=O)c2ccc(NC(=S)NC(=O)/C=C/c3ccco3)cc2)ncn1 returned Kir21 block 1.
For Cc1ccc(C2=NN(CCC(=O)NCCC(C)C)C(=O)CC2)cc1 the results were Kir21 block 0.97 and CHT inh inactive.
For Cn1ccnc1C(=O)c1ccccc1Cl the results were Kir21 block 0.87 and CHT inh inactive.
`O=C(Nc1nnc(C2CCCCC2)s1)C1CC(=O)N(c2ccccc2)C1` (stereo not given) gave Kir21 block -0.43 and CHT inh inactive.
Screening CNC(=O)c1cc(C(=O)c2ccc(Cl)cc2)c[nH]1 returned Kir21 block -0.05 and CHT inh inactive.
CCC(=O)NC(=S)Nc1cccc(-c2nc3ncccc3o2)c1 was read as Kir21 block 0 and CHT inh inactive.
`O=C(COC(=O)CCC(=O)c1cccs1)Nc1cccc(S(=O)(=O)N2CCOCC2)c1` gave Kir21 block 0.92 and CHT inh inactive.
`CCOc1ccc(CCNC(=O)c2nnn(CC(=O)Nc3ccc(OC)c(OC)c3)c2N)cc1OCC` gave Kir21 block -1.4 and CHT inh inactive.
Screening CCCCOc1ccc(C(O)C(CN2CCOCC2)c2ccccc2)cc1 (stereo not given) returned Kir21 block -1.2 and CHT inh inactive.
`CCOC(=O)C1CCN(C(=O)C2(NC(=O)NC3CCCCC3)CCCCC2)CC1` gave Kir21 block -4.8 and CHT inh inactive.
Screening COc1ccc(CNC(=O)/C=C/c2ccco2)cc1OC returned Kir21 block -0.59 and CHT inh inactive.
O=C(CSc1nnc(-c2ccccc2F)o1)NC1CCCCC1 was read as Kir21 block -2.5 and CHT inh inactive.
`COc1cc(CNC23CC4CC(CC(C4)C2)C3)ccc1OCc1ccccc1` gave Kir21 block -3.6 and CHT inh inactive.
c1ccc2c(c1)NCCS2 was read as Kir21 block 1.9 and CHT inh inactive.
`CNC(=S)Nc1cc(C)ccc1OC(F)F` gave Kir21 block -0.05 and CHT inh inactive.
For O=C(CC1C(=O)NCCN1Cc1c(F)cccc1Cl)NC1CCCC1 (stereo not given) the results were Kir21 block -1.2 and CHT inh inactive.
`COc1ccc(CNC(=O)c2c(-c3c(F)cccc3Cl)noc2C)cc1` gave Kir21 block -0.61 and CHT inh inactive.
COc1cccc(/C(O)=C2/C(=O)C(=O)N(c3cc(C)on3)C2c2cccs2)c1 (stereo not given) was read as Kir21 block 1 and CHT inh inactive.
Screening COc1cc(/C=N\NC(=O)C2COc3ccccc3O2)cc(OC)c1O (stereo not given) returned Kir21 block -0.89 and CHT inh inactive.
CCC(C)NC(=O)c1ccccc1SC (stereo not given) was read as Kir21 block 0.26 and CHT inh inactive.
Screening CC(C)C(=O)NC(NCC1CCCO1)C(Cl)(Cl)Cl (stereo not given) returned Kir21 block -0.01 and CHT inh inactive.
Screening O=c1[nH][nH]cc1C=Nc1ccccc1Cl returned Kir21 block -1.1 and CHT inh inactive.
Screening Nn1cc(-c2ccccc2)nc1SCC(=O)NCC(F)(F)F returned Kir21 block -0.06 and CHT inh inactive.
CC(=O)n1ccnc1 was read as Kir21 block -2.2 and CHT inh inactive.
Screening CN(C)S(=O)(=O)c1ccc(N2CCCC2)c(C(=O)Nc2nc3ccc(F)cc3s2)c1 returned Kir21 block 0.43 and CHT inh inactive.
`O=C1CS/C(=N/N=C/c2ccccc2OS(=O)(=O)c2ccccc2)N1` gave Kir21 block 0.27 and CHT inh inactive.
For COc1cc(CCC(=O)OCC(=O)Nc2ncc(Cl)cc2Cl)cc(OC)c1OC the results were Kir21 block -0.78 and CHT inh inactive.
For CC1Cc2ccccc2N1C(=O)CSc1nnc2c(n1)[nH]c1ccccc12 (stereo not given) the results were Kir21 block -0.39 and CHT inh inactive.
For O=C(c1ccco1)N1CCN(c2ncnc3scc(-c4cccs4)c23)CC1 the results were Kir21 block -0.43 and CHT inh inactive.
`Cc1cc(C)c2sc(N(CCN(C)C)C(=O)c3ccc4ccccc4c3)nc2c1` gave Kir21 block 0.94 and CHT inh inactive.
Screening Cc1cccc(C)c1NC(=O)C1CCCN1C(=O)Nc1cccc(F)c1 (stereo not given) returned Kir21 block -0.33 and CHT inh inactive.
`COc1cccc(NC(=O)CN2C(=O)C(c3ccc(C)cc3)=NC23CCCCCC3)c1` gave Kir21 block -2.7 and CHT inh inactive.
Nc1cc(C(Cl)=C(Cl)Cl)c(S(N)(=O)=O)cc1S(N)(=O)=O was read as CHT inh inactive.
C[C@@H](NC(=O)CN1C(=O)c2ccccc2S1(=O)=O)c1ccccc1 was read as Kir21 block -0.08 and CHT inh inactive.
For CCCCCCN(C(=O)CCCCCN1C(=O)NC(c2ccc(C(C)(C)C)cc2)C(C(=O)OCc2ccccc2)=C1C)C(C(=O)NCCCC)c1ccc(OCC(=O)OC)c(C(=O)OC)c1 (stereo not given) the results were Kir21 block 0.37.
For CCC1(CC)C(=O)N=C2c3ccccc3C(=O)N21 the results were Kir21 block -0.89 and CHT inh inactive.
Screening NC(=O)C1(N2CCCCC2)CCN(S(=O)(=O)c2ccccc2)CC1 returned Kir21 block 0.02 and CHT inh inactive.
Screening CN(C)c1ccc(NC(=O)CCCCCn2nnc3ccccc3c2=O)cc1 returned Kir21 block 1.4 and CHT inh inactive.
Screening CCCn1c(=O)c2ccccc2n2c(SCC(=O)c3ccccc3)nnc12 returned Kir21 block 1.6 and CHT inh inactive.
For Cc1c(C(=O)NCc2cccnc2)sc2ncn(CC(=O)N3CCCCC3C)c(=O)c12 (stereo not given) the results were Kir21 block 0.63.
For Cc1ccc(S(=O)(=O)/N=C(\N)c2ccc(Cl)cc2)cc1 the results were Kir21 block 2.1 and CHT inh inactive.
`CCOC(=O)C(=O)N1CCN(c2nc(-c3ccc(Cl)cc3)cs2)CC1` gave Kir21 block 0.59 and CHT inh inactive.
Screening CN1CCN(CCC(=O)Nc2ccc3c(c2)OCO3)CC1 returned Kir21 block 0.28 and CHT inh inactive.
COc1cc(NC(=O)c2ccc(Cl)cc2)c(OC)cc1Cl was read as Kir21 block 0.04 and CHT inh inactive.
For COCCCNCCCCOc1ccc(OCc2ccccc2)cc1 the results were Kir21 block 0.36 and CHT inh inactive.
O=C1CCCCCN1CP(=O)(O)CN1CCCCCC1=O was read as Kir21 block -0.83 and CHT inh inactive.
Screening Cc1c(C)c2c(OCC(=O)N[C@@H](C(=O)O)c3ccccc3)cc3c(c2oc1=O)CCC(C)(C)O3 returned Kir21 block 1.2 and CHT inh inactive.
Cn1c(SCC(=O)NC2CC2)nnc1C1CC1 was read as Kir21 block -0.02 and CHT inh inactive.
CCOC(=O)c1ccc2c(c1)N(CC)C(=O)c1ccccc1S2 was read as Kir21 block -0.04 and CHT inh inactive.

Grouped by structure: the entries above containing a furan ring, fused or not.
For COc1cc2[nH]c(=S)n(Cc3ccc(C)o3)c(=O)c2cc1OC the results were Kir21 block -0.5 and CHT inh inactive.
For O=C(Nc1ccccc1)c1ccc(S(=O)(=O)NCc2ccco2)cc1 the results were Kir21 block -0.04 and CHT inh inactive.
Screening COc1cc(NS(=O)(=O)c2ccc(NC(=S)NC(=O)/C=C/c3ccco3)cc2)ncn1 returned Kir21 block 1.
Screening COc1ccc(CNC(=O)/C=C/c2ccco2)cc1OC returned Kir21 block -0.59 and CHT inh inactive.
For O=C(c1ccco1)N1CCN(c2ncnc3scc(-c4cccs4)c23)CC1 the results were Kir21 block -0.43 and CHT inh inactive.

Next part:
Screening CCCn1c(N)c(N(CCOC)C(=O)/C=C/c2ccc(C(=O)OC)cc2)c(=O)[nH]c1=O returned Kir21 block -0.05 and CHT inh inactive.
For Cc1c(NC(=S)N/N=C/c2ccc(O)cc2)c(=O)n(-c2ccccc2)n1C the results were Kir21 block 0.88 and CHT inh inactive.
For CCOC(=O)c1ccc2c(c1)nc(SCC(=O)NC(C)C)n2CC the results were Kir21 block 0.38 and CHT inh inactive.
`COc1cccc(C(=O)N(C)CC(=O)Nc2ccc(F)c(F)c2F)c1` gave Kir21 block 2 and CHT inh inactive.
O=C(c1ccccc1Cl)N1CCC(c2nc3c(nnn3Cc3ccco3)c(=O)[nH]2)CC1 was read as Kir21 block 0.27 and CHT inh inactive.
`CCCc1cc(=O)n2[nH]c(-c3ccco3)nc2n1` gave Kir21 block -1.4 and CHT inh inactive.
Cc1cc(C(=O)NNC(=O)c2ccc(C)s2)c(C)o1 was read as Kir21 block 0.56 and CHT inh inactive.
`CN(c1ccccc1)S(=O)(=O)c1ccc(C(=O)Nc2ncccc2O)cc1` gave Kir21 block 0.23 and CHT inh inactive.
For C/C(CC(=O)Nc1cc(C)ccn1)=N\NC(=O)c1ccc(C)cc1 the results were Kir21 block 0.25 and CHT inh inactive.
Screening Cc1noc(C)c1S(=O)(=O)Nc1ccc(C(=O)N2CCN(c3cccc(Cl)c3)CC2)cc1 returned Kir21 block -0.26 and CHT inh inactive.
CCOC(=O)C1(Cc2ccccc2)CCCN(Cc2ccc(OCC)c(CO)c2)C1 (stereo not given) was read as Kir21 block -2.3 and CHT inh inactive.
For CC(=O)c1ccc(OCc2cc(C(=O)NCCN3CCCC(O)C3)no2)cc1 (stereo not given) the results were Kir21 block -0.62 and CHT inh inactive.

Fetched by structure from the list above, 2 records:
CCOC(=O)C1(Cc2ccccc2)CCCN(Cc2ccc(OCC)c(CO)c2)C1 (stereo not given) was read as Kir21 block -2.3 and CHT inh inactive.
For Cc1c(NC(=S)N/N=C/c2ccc(O)cc2)c(=O)n(-c2ccccc2)n1C the results were Kir21 block 0.88 and CHT inh inactive.

Screening data deposited in PubChem by Johns Hopkins Ion Channel Center.
